Dicer inh – human Dicer pre-microRNA cleavage inhibition; Q9UPY3; cat-ELCCA pre-miR-21 Dicer processing, chemiluminescence; stronger effect = higher value; z-score at 25 µM; 47,000 tested, 6% active; in the data active = z-score above about 3, passing the limit was not always enough;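 also: plate controls were vehicle for no effect and no enzyme for full effect; higher signal means more uncleaved substrate so more Dicer inhibition; strong numbers were not always called active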
Target sequence (Q9UPY3 whole entry, looked up): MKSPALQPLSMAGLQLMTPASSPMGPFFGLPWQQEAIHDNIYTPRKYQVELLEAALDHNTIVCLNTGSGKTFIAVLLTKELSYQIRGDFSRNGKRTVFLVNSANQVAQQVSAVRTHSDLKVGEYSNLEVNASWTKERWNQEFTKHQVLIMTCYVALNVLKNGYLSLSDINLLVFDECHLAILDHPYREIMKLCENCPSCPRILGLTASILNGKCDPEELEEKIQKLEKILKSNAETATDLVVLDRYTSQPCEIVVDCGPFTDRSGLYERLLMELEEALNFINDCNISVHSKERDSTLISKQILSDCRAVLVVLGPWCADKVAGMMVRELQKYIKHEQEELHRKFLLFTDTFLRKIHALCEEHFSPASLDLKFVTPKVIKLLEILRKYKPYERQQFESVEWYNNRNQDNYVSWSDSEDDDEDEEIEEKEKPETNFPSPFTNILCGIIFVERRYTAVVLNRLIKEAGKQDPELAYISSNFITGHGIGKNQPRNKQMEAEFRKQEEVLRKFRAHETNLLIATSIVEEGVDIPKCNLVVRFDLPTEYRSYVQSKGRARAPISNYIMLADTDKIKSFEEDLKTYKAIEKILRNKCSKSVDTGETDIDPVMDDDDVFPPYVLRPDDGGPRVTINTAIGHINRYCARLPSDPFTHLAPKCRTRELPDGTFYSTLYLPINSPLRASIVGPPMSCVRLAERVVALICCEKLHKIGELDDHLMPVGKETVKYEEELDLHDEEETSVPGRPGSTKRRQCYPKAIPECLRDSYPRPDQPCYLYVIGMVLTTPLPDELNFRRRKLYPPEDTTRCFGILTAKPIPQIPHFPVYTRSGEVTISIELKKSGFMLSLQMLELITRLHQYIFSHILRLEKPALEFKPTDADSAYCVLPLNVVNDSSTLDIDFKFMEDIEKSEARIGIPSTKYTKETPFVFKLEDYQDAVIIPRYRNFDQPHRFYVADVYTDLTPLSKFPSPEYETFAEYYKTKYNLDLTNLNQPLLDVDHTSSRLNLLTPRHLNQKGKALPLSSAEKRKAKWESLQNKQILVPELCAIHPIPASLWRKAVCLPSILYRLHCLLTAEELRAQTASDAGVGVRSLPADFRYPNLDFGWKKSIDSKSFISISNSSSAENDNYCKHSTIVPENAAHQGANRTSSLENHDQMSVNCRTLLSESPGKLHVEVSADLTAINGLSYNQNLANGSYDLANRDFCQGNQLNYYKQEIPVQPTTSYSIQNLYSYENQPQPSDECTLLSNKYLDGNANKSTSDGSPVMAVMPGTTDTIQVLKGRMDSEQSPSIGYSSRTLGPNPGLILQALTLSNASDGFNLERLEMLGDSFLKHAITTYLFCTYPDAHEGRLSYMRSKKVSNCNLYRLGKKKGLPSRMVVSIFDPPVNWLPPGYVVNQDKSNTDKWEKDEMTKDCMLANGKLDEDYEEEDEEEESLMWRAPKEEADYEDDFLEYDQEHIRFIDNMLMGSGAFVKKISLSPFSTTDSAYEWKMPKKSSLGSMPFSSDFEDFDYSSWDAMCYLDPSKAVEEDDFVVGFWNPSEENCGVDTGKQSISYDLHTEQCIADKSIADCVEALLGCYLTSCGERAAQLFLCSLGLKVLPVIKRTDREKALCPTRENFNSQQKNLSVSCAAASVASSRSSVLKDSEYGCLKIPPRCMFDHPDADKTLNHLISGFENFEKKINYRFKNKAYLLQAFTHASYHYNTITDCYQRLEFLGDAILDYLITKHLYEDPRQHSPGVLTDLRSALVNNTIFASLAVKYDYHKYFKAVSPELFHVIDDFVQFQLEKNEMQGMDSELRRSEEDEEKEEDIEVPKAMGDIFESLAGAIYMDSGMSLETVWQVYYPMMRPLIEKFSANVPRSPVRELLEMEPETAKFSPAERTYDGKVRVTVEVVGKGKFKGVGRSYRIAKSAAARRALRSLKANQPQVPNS
* hit, by the source's call. An excerpt; the hit share may differ from the screen's.

Preview, 17 compounds:
SMILES	Dicer inh
O=C(Nc1nccs1)c1cc2ccccc2c(=O)o1	-1.1
O=C1CCC(=O)N1c1nccs1	3.2*
C=CCn1c(NCc2cc(Cl)ccc2O)nc2ccccc21	3.9*
Cc1cc(Br)ccc1Nc1ncnc(-n2cccc2)n1	-1.4
Cc1ccc(S(=O)(=O)Nc2cc([N+](=O)[O-])ccc2C)cc1	-0.61
COCCOC(=O)c1c(C)oc2ccc(OC)cc12	2.9
O=C(O/N=C1\Cc2ccccc2C1=O)c1cccs1	-4.5
CCOc1ccc(-c2cnc(NCc3ccc(SC)cc3)n2C)cc1	-0.28
CC1(C)CC(=O)C2=C(C1)Nc1ccc3ccccc3c1C2c1ccc(F)cc1 (configuration not stated)	-0.52
Cc1nnc(NC(=O)CSc2nnc3c(n2)[nH]c2ccccc23)s1	1.6
CCCCN1Cc2c(n(CC(=O)c3ccccc3)c3cc(-c4ccccc4)nn3c2=O)C1=O	3.1*
Cc1ccc(NC2=NC(c3ccc(Cl)cc3)n3c(nc(C)cc3=O)N2)cc1 (configuration not stated)	0.15
COc1ccc(C2C3=C(CCCC3=O)Nc3nc(-c4ccc(N(C)C)cc4)nn32)cc1OC (configuration not stated)	2.8
Cc1c(O)ccc2c1OC(C)(C)CC2=O	0.83
Cc1ccc(/C(O)=C2\C(=O)C(=O)N(CCCn3ccnc3)C2c2ccccc2)cc1 (configuration not stated)	2.2
N/C(Cc1cccc2ccccc12)=N\OC(=O)Nc1ccccc1	-1.6
Cc1cc(C)c(OC(=O)/C=C/c2cccs2)c(C)c1	-0.54

The whole of this part, from the first entry:
SMILES	Dicer inh
O=C(Nc1nccs1)c1cc2ccccc2c(=O)o1	-1.1
O=C1CCC(=O)N1c1nccs1	3.2*
C=CCn1c(NCc2cc(Cl)ccc2O)nc2ccccc21	3.9*
Cc1cc(Br)ccc1Nc1ncnc(-n2cccc2)n1	-1.4
Cc1ccc(S(=O)(=O)Nc2cc([N+](=O)[O-])ccc2C)cc1	-0.61
COCCOC(=O)c1c(C)oc2ccc(OC)cc12	2.9
O=C(O/N=C1\Cc2ccccc2C1=O)c1cccs1	-4.5
CCOc1ccc(-c2cnc(NCc3ccc(SC)cc3)n2C)cc1	-0.28
CC1(C)CC(=O)C2=C(C1)Nc1ccc3ccccc3c1C2c1ccc(F)cc1 (configuration not stated)	-0.52
Cc1nnc(NC(=O)CSc2nnc3c(n2)[nH]c2ccccc23)s1	1.6
CCCCN1Cc2c(n(CC(=O)c3ccccc3)c3cc(-c4ccccc4)nn3c2=O)C1=O	3.1*
Cc1ccc(NC2=NC(c3ccc(Cl)cc3)n3c(nc(C)cc3=O)N2)cc1 (configuration not stated)	0.15
COc1ccc(C2C3=C(CCCC3=O)Nc3nc(-c4ccc(N(C)C)cc4)nn32)cc1OC (configuration not stated)	2.8
Cc1c(O)ccc2c1OC(C)(C)CC2=O	0.83
Cc1ccc(/C(O)=C2\C(=O)C(=O)N(CCCn3ccnc3)C2c2ccccc2)cc1 (configuration not stated)	2.2
N/C(Cc1cccc2ccccc12)=N\OC(=O)Nc1ccccc1	-1.6
Cc1cc(C)c(OC(=O)/C=C/c2cccs2)c(C)c1	-0.54
O=C1CC(c2ccc(F)cc2)c2ccc3ccccc3c2N1 (configuration not stated)	-0.44
O=c1[nH]c2sc(-c3ccccc3)cc2c(=O)n1-c1ccc(Cl)c(Cl)c1	0.69
CCOC(=O)c1sc2nc3c(cc2c1N)CSC(C)(C)C3	-1.7
FC(F)(F)c1ccc(C2NCCc3sccc32)cc1 (configuration not stated)	-0.13
COc1ccc(CNc2nc(C)nc(C)c2Oc2ccc(Cl)cc2Cl)cc1	-0.81
CC(C)(C)OC(=O)NCC(=O)OCc1ccc(CC(=O)O)cc1	3*
Cn1c(Sc2cnc(=S)[nH]c2-c2ccc(Cl)cc2)nnc1C(F)(F)F	-3.5
COC(=O)c1scc(S(=O)(=O)c2ccccc2)c1N	-0.32

(further entries)
SMILES	Dicer inh
COC(OC)c1ccc(C#N)c(SCC(=O)c2ccc(Cl)cc2)n1	-0.2
Nc1nnc(-c2cn(-c3ccccc3)nc2-c2ccc(Cl)cc2)o1	-1.5
COc1ccc(C(Nc2ccccn2)c2ccc3ccc(C)nc3c2O)cc1OC (configuration not stated)	0.29
C=CCn1c(SCC(C)=O)nnc1-c1oc2nc(-c3ccccc3)cc(-c3ccco3)c2c1N	-2.4
Cc1cc(OCC(=O)Nc2ccc(Br)cc2)cc2c1C(=O)CC(C)(C)O2	-0.37
Cc1ccc(S(=O)(=O)NCCCN(C)C)c(C)c1F	-0.21
CC1CC(=O)Nc2ccccc2N1S(=O)(=O)c1ccc(C(F)(F)F)cc1 (configuration not stated)	-1.2
CCOC(=O)c1cn(Cc2ccccc2)c2cc(C)nn2c1=O	-0.01
CCCCN(C)S(=O)(=O)c1ccc(NC2=NS(=O)(=O)c3ccccc32)cc1	2.3
Cc1ccc(S(=O)(=O)N2CCN(C(=O)CSc3nnc(C)s3)C2)cc1	-0.47
CCOC(=O)N/N=C(\C)c1cccc([N+](=O)[O-])c1	-0.86
CC/C(=C\c1sc2ccc(OC)cc2[n+]1CC)SC	-5.4
CCCOC(=O)C1=C(C)NC2=C(C(=O)CCC2)C1c1ccc(C(=O)OC)cc1 (configuration not stated)	-0.51
COc1cccc(-c2nc(-c3ccc(Cl)cc3)no2)c1	3*
FC(F)(F)c1c2c(nc3cc(-c4ccco4)nn13)CCC2	-0.19
Clc1ccc(-c2nnnn2-c2cnccn2)cc1	1.1
O=C(CSc1nc2ccccc2nc1N1CCOCC1)NCc1ccco1	3.4*
COc1cc(/C=C/C2=NNC(=O)CC2)cc(OC)c1OC	0.37
C=CCSc1nnc(-c2ccc(Br)cc2)o1	1.6
Cc1oc(C(=O)NN)nc1-c1ccccc1	-0.03
COc1cccc(C2Nc3ccccc3-c3nc4ccccc4n32)c1 (configuration not stated)	2
CCCn1c(NCc2cc(C)ccc2O)nc2ccccc21	0.36
O=C(NCc1cccnc1)c1ccccc1C(=O)Nc1sc2ccccc2c1Cl	0.31
COc1ccc(C2CC(=O)C=C(NC3CCCC3)C2)cc1 (configuration not stated)	1.1
CCN1C(=O)C(NC(C)=O)c2cc(Br)ccc21 (configuration not stated)	0.12

(list continues)
SMILES	Dicer inh
CCOC(=O)c1sc(-c2ccc(C)cc2)nc1O	-0.32
Cc1ccc(C(=O)NC2(O)C(=O)c3ccccc3C2=O)cc1C	-6.4
Nc1nc(OCC2CCCCC2)c2[nH]cnc2n1	-0.69
C=CCSc1nsc(SCC(=O)c2ccc([N+](=O)[O-])cc2)c1C#N	-1.2
COc1ccc2c(c1)CCC/C2=N\NC(N)=S	6
CC(C)(C)C(=O)NC(=S)Nc1cccc(C(F)(F)F)c1	-0.2
COc1ccc(OC)c(C2C(C(=O)OC3CCCC3)=C(C)NC3=C2C(=O)CC(C)(C)C3)c1 (configuration not stated)	-0.94
Cc1ccc(CNc2cc(-c3nn4c(C)nnc4s3)ccc2C)s1	-1.6
COC(=O)C1=C(C)N=C2SCCC(=O)N2C1c1ccc(C(=O)OC)cc1 (configuration not stated)	1.8
CCOC(=O)c1cc(-c2ccc(Cl)cc2)oc1C	-1.4
COc1ccc(C2c3c(oc4ccc(C)cc4c3=O)C(=O)N2CCCN(C)C)cc1 (configuration not stated)	-0.2
Cc1c(CC(=O)NNC(=O)NC(C)C)sc2ccc(Cl)cc12	-0.68
COc1ccc(OCCCC(=O)Nc2nc3ccc(S(C)(=O)=O)cc3s2)cc1	-2.4
COC(=O)Cc1cc(=O)n2[nH]c(SC)nc2n1	0.56
O=C1N(c2ccc(C(F)(F)F)cc2)C(=Nc2ccc(C(F)(F)F)cc2)SC12CC2	0.7
COCCN1C(=O)c2oc3ccccc3c(=O)c2C1c1ccc(O)c(OC)c1 (configuration not stated)	-1
CN(C)CCCN1C(=O)C(O)=C(C(=O)c2cc3ccccc3o2)C1c1ccc(N(C)C)cc1 (configuration not stated)	1.3
CCOC(=O)c1cc(-c2ccccc2)sc1NC(=S)Nc1ccccc1	-0.94
COc1ccc(-c2c(-c3ccc(OC)c(OC)c3)c(C)n(C)c2C)cc1OC	-0.69
CC1CN(S(=O)(=O)c2cccc(C(F)(F)F)c2)CC(C)O1 (configuration not stated)	1.3
CCCCOc1ccc(C2c3c(oc4ccccc4c3=O)C(=O)N2c2nncs2)cc1OC (configuration not stated)	-0.64
FC(F)(F)c1cc(Cc2nn[nH]n2)cc(C(F)(F)F)c1	-0.48
O=C(NCc1cccnc1)c1cc2nc(-c3cccs3)cc(C(F)(F)F)n2n1	0.25
Cc1onc(-c2c(Cl)cccc2Cl)c1NC(=O)NCC(c1ccc[nH]1)C(F)(F)F (configuration not stated)	5.1
COCCCNC(=S)Sc1ccc(Cl)cc1	-1.8

(continued)
SMILES	Dicer inh
CCCN(CCC)C(=O)c1cc([NH2+][O-])cc2c1-c1ccc([N+](=O)[O-])cc1C2=O	0.15
O=C(CSc1ncnc2sc3c(c12)CCC3)Nc1ccc2c(c1)OCCO2	-2.1
O=S1(=O)N=C(Nc2nc(-c3ccc(Cl)cc3)cs2)c2ccccc21	-1.5
Cc1nc(C(F)(F)F)nc(Sc2n[nH]c(-c3ccccc3)n2)c1C	-0.27
COc1ccc(S(=O)(=O)NC2CCCCC2)cc1	-6.8
S=C(NNc1ccccc1)c1ccccc1	5.2*
O=C(Oc1cccc(NC2=NS(=O)(=O)c3ccccc32)c1)c1ccccc1	-0.5
O=C(c1ncoc1-c1ccccc1)N(Cc1ccccn1)Cc1ccccn1	-0.52
Fc1ccccc1CN1CCN(C2CCN(Cc3ccccc3)CC2)CC1	-1.2
Cc1ccc(S(=O)(=O)C[C@H]2O[C@@H](n3cc(I)c(=O)[nH]c3=O)C[C@@H]2O)cc1	0.9
Cc1ccc(C)c(NC(=O)C2Sc3nnc(C)n3NC2c2ccc(F)cc2)c1 (configuration not stated)	-0.54
Cc1cc(C)c(CSCCNC2=CC(=O)CC(c3ccc(Cl)cc3)C2)c(C)c1 (configuration not stated)	41
NC(=O)c1nn2c(C(F)(F)F)cc(-c3ccccc3)nc2c1Br	-0.38
C=CCNC(=S)NNC(=O)CSc1ccccc1[N+](=O)[O-]	-0.01
COc1ccc(C2/C(=C(\O)c3ccccc3)C(=O)C(=O)N2CCN(C)C)cc1 (configuration not stated)	26
COC(=O)C1=NN(c2ccccc2)C2C(=O)N(c3ccccc3OC)C(=O)C12 (configuration not stated)	0.16
O=C(NCc1ccc(S(=O)(=O)NCc2ccccc2)s1)c1ccccc1	-2.1
Cc1ncc(Sc2ccc(Cl)cc2)c(-c2ccc(Cl)cc2)n1	-0.6
C=CCOC(=O)c1sc(N2C(=O)c3oc4ccc(F)cc4c(=O)c3C2c2ccc(F)cc2)nc1C (configuration not stated)	0.74
COc1ccc(Br)c(C(=O)NC(C)(C)CO)c1	1.2
C=CC1=C(C(=O)O)N2C(=O)[C@@H](NC(=O)/C(=N\OCC(=O)O)c3csc(N)n3)[C@H]2SC1	-0.1
C=CCSC1=C(C#N)C(c2ccccc2OCC)CC(=O)N1 (configuration not stated)	0.84
O=C(O)CCCc1ccc2c(c1)OCCO2	0.16
Cc1ccc(-c2nc(-c3ccc(OCC(F)(F)F)nc3)no2)cc1	-1.4
COc1ccc(-c2nc3c4c5c(sc4ncn3n2)CCCC5)cc1	0.04

Given in CSV form: 2 of the compounds above.
Structure,Dicer inh
Fc1ccccc1CN1CCN(C2CCN(Cc3ccccc3)CC2)CC1,-1.2
Cc1ccc(S(=O)(=O)C[C@H]2O[C@@H](n3cc(I)c(=O)[nH]c3=O)C[C@@H]2O)cc1,0.9

Further entries
SMILES	Dicer inh
Cn1nc(NC(=O)C2CCC2C(=O)O)c2c(F)cccc21 (configuration not stated)	0.63
CCc1ccc(-c2c(C#N)c(N)nc3c2CCCCCC3)s1	-0.43
O=C1CC(c2ccccc2)CC2=C1C(c1cccnc1)Nc1ccccc1N2 (configuration not stated)	0.31
CC(C)S(=O)(=O)c1csc(C(=O)NN)c1Cl	-0.71
Cc1cc(Oc2ccc(=O)n(C)n2)nc(SCC(N)=O)n1	0.67
CC(C)n1cc(/C(N)=N/OC(=O)c2ccccc2Cl)c(=O)n(Cc2ccccc2)c1=O	0.85
Cc1cc(NC(=O)COCC(=O)O)n(C)n1	1.1
C=CCn1c(COc2c(Br)cc(C)c3c2CCC3)n[nH]c1=S	2.2
Fc1ccc(C2Sc3ccccc3N=C3c4ccccc4OCC32)cc1 (configuration not stated)	-1.4
CSC(=CC(=O)c1ccccc1F)SC	-1.3
CC(C)(C)c1ccc(C(=O)NCCNC(=O)c2nonc2N)cc1	-0.52
Cc1ccc(/C=C2/N=C(c3ccccc3)NC2=O)o1	0.47
C=C1c2cc(C)ccc2NC(=O)N1c1ccc(C)cc1	2.7
CSc1nnc2c(n1)OC(C1CC=C(C)CC1C)Nc1ccccc1-2 (configuration not stated)	0.25
Cn1cc(Cl)c(C2NN=C(SCC(=O)Nc3cccc(Cl)c3)S2)n1 (configuration not stated)	-0.03
O=C1CC2(CCCC2)C(=O)N1c1ccc(S(=O)(=O)N2CCN(c3nccc(C(F)(F)F)n3)CC2)cc1Cl	-0.41
NC(=O)CN1C(=O)C(O)(CC(=O)c2cccc(N)c2)c2ccccc21 (configuration not stated)	-1.4
COc1ccc(Cl)cc1N=C1NC(=O)C(CC(=O)Nc2ccc(OC(F)(F)F)cc2)S1 (configuration not stated)	-0.34
O=C(OCCSc1ccccn1)c1ccccc1	-0.87
Cn1c(=O)c(C#N)c(-c2cccs2)n2cnnc12	0.33
C=CCn1c(CSc2nc(-c3ccccc3)cn2-c2ccc(OC)cc2OC)n[nH]c1=S	3.4*
COc1cccc(-n2c(=O)n(Cc3ccccc3)c(=O)c3[nH]cnc32)c1C	0.66
CC(=O)OC1CCC(C(=O)O)CC1 (configuration not stated)	-0.77
Cc1ccc2c(C)nc(Nc3nc(CSc4nnc(C)s4)cc(=O)[nH]3)nc2c1	1.9
Cc1cn(C(=O)Nc2ccc(Cl)cc2)nc1-c1ccccc1	1.6
CCCN1C(=O)C(O)(CC(=O)c2ccc3c(c2)OCO3)c2ccccc21 (configuration not stated)	1.6
COC(=O)c1sc2ncccc2c1N	-0.44
O=C(CS(=O)(=O)c1ccc(Cl)cc1)NO	-1.4
N#CC(=C1C=CC(=NO)C=C1)c1ccccc1	0.76
Cc1c(N=C2C=C(C(C)C)C(=O)C(C(C)C)=C2)c(=O)n(-c2ccccc2)n1C	1.4
